# Screening data as filed in PubChem.
# HEK cytotox: kills HEK 293 cells; HEK 293 viability, ATP luminescence (CellTiter-Glo), 48-72 h; Potency, µM (series often up to 115 µM), without a hit: top-dose activity change, negative = cytotoxicity, hits mostly inhibitors; 6.6% of 94,000 active; AID 1345083; note: potency is the fitted concentration of half-maximal effect; nearly all actives have a fitted effect of over 60% in size
#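 Read-out: CellTiter-Glo ATP luminescence. Cells: HEK 293, 250 cells/well. Exposure: 48 or 72 hr, 37 degree Celsius.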
# 3T3 cytotox: kills NIH 3T3 cells; NIH 3T3 viability, CellTiter-Glo ATP luminescence, 48-72 h; Potency, µM (titrated, usually from 96.7 µM), inactives show at the top dose activity change, negative = cytotoxicity, actives largely listed as inhibitors; 4.3% of 94,000 active; AID 1345082; note: potency is the fitted concentration of half-maximal effect; nearly all actives have a fitted effect of over 55% in size
#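 ATP-dependent luminescence (CellTiter-Glo) served as the viability signal for NIH 3T3 cells treated with compound for 48 or 72 hr at 37 °C.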
# FLuc inh: Photinus pyralis luciferase inhibition. P08659. purified P. pyralis luciferase, luminescence, biochemical. Potency, µM (top dose mostly 115 µM), for the others: at the highest dose activity change, negative = inhibition, hits mostly inhibitors. 2.5% of 76,000 active. AID 1347043; note: potency is the fitted concentration of half-maximal effect; nearly all actives have a fitted effect of over 65% in size
#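 Purified P. pyralis luciferase (10nM final) in 50mM Tris acetate pH 7.5, 10mM Mg acetate, 0.01% Tween-20, 0.05% BSA with 10uM D-luciferin and 10uM ATP. Compounds titrated qHTS. Luminescence imaged on CCD.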
# HEK293 viab: counter-screen for SNCA expression inhibitors: cell viability; HEK-293-SNCA-luc viability, GF-AFC fluorescence, 24 h; Potency, µM (series often up to 57.1 µM), inactives show at the top dose activity change, negative = cytotoxicity, actives largely listed as cytotoxic; 0.12% of 150,000 active;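 note: potency is the fitted concentration of half-maximal effect; 0% = DMSO-treated cells and -100% = medium-only wells without cells; nearly all actives have a fitted effect of over 30% in size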
#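 Cytotoxicity counterscreen: after 24 h compound treatment of genome-edited SNCA-luciferase HEK-293 cells, live-cell protease substrate GF-AFC read by fluorescence after 30 min; activity scaled between DMSO (0%) and medium-only (-100%), curves Hill-fitted.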
# GPT2 inh: blocks human glutamate pyruvate transaminase 2; Q8TD30; Recombinant GPT2, coupled pyruvate oxidase/HRP Amplex Red fluorescence; Potency, µM (doses to about 57.7 µM), inactives show at the highest dose activity change, negative = inhibition, hits mostly inhibitors; 0.25% of 100,000 active; note: potency is the fitted concentration of half-maximal effect; nearly all actives have a fitted effect of over 60% in size; many of its hits are not listed in these tables
# Target sequence (Q8TD30 whole entry, looked up): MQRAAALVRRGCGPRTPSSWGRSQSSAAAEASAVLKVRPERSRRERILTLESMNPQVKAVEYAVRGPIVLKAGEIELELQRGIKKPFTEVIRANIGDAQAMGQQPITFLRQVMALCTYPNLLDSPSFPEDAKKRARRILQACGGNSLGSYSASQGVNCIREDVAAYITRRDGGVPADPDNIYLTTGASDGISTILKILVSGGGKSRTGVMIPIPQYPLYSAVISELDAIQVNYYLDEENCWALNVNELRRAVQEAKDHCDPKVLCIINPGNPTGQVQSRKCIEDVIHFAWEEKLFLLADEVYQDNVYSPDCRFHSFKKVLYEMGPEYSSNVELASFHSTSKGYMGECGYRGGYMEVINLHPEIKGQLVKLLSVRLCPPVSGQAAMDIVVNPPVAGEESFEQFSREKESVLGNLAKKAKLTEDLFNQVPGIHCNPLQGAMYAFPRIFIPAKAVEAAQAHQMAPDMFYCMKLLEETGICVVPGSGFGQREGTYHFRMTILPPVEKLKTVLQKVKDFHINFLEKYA
#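 Recombinant GPT2 (10ng/uL) with 250uM a-KG and 2mM L-alanine, 30 min at room temperature, in HEPES pH 7.5 buffer. Pyruvate detected by pyruvate oxidase/HRP/Amplex Red fluorescence after 30 min in the dark; AOA (50uM) as positive control.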
# IP6K1 inhibitor: IP6K1 kinase inhibition | Q92551 | activity change, % (series mostly up to about 58 µM) | IP6K1 kinase, ADP-Glo luminescence, 2 h; active compounds read low | 0.81% of 140,000 active | AID 1645851; in the data active = activity change below about -25%
# Target sequence (Q92551 whole entry, looked up): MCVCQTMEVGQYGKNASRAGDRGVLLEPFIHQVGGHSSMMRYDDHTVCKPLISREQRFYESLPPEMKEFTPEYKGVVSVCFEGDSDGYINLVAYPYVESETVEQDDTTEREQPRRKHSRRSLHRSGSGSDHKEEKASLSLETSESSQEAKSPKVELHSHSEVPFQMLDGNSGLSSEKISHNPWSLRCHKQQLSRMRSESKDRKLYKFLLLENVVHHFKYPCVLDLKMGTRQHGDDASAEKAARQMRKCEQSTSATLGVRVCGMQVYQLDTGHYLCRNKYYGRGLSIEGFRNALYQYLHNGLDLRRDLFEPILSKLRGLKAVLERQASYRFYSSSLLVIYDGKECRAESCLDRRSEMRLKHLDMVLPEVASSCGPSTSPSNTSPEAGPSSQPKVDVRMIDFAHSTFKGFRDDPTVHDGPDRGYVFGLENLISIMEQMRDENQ
#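 ADP-Glo luminescence measures ADP made by human IP6K1 during a 2 h RT reaction with ATP/IP6 (mix at 1.3 mM/130 uM); top library doses 57.5 and 19.1 uM final.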
# SNCA expr inh: SNCA gene expression inhibition; HEK-293 SNCA-luciferase knock-in, luminescence, 24 h; Potency, µM (doses to about 57.2 µM), without a hit: at the top dose activity change, negative = inhibition, hits mostly inhibitors; 0.17% of 140,000 active;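 note: potency is the fitted concentration of half-maximal effect; plate controls were DMSO cells for no effect and cell-free wells for full effect; nearly all actives have a fitted effect of over 45% in size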
# * = called active by the depositor; i = inactive; ? = inconclusive; / = not tested or not shown; [ ] = another dose, or the depositor's remark. Unless noted, calls come from the whole dose curve; as a rule, active = well fitted curve in the direction sought with a large enough effect; inconclusive = small, poorly fitted or top-dose-only effect, or another doubt; inactive = no such curve, though single readings can be large; an effect the other way counts as inactive or inconclusive. Unless noted, % is set by controls: 0 for no effect and ±100 for the full control effect.
1) CCCN(c1ccccc1F)S(=O)(=O)c1cc(-c2cc(C)no2)ccc1C
2) COc1ccc(C2(C(=O)N3CCC(c4ncc(C)n4C(C)C)C3)CC2)cc1 (configuration not stated)
3) COc1ccc(C(=O)COC(=O)c2cccc(NC(=O)c3ccc(OC)c(OC)c3)c2)cc1
4) Cc1cc(C)cc(C(=O)NOCCCCCC(=O)NO)c1
5) CCN(C(=O)c1cc2c(=O)oc3ccccc3c2s1)c1ccc(C)c(C)c1
6) CCN(Cc1ccncc1)C(=O)c1c(OCC2CC2)cc(=O)n2c1CCCCC2
7) CNC(=O)[C@@H]1CN(C(=O)CCc2cccc(OC)c2)C[C@H]1c1n[nH]c(C)n1
8) C[C@@H](NC(=O)C1CC1)c1c(-c2ccc(F)cc2)noc1C(=O)O

assay / compound	1	2	3	4	5	6	7	8
HEK cytotox	/	i	/	/	/	1%	5%	-12%[172 µM]
3T3 cytotox	/	4%	/	/	/	-14%	-8%	-12%[138 µM]
FLuc inh	/	5%	/	/	/	-4%	-1%	-10%[172 µM]
HEK293 viab	3%	7%	-27%	-17%	6%	0%	-4%	8%[87.6 µM]
GPT2 inh	/	1%	/	i	/	-7%	i	-10%[88.5 µM]
IP6K1 inhibitor	10	0	-7	21	20	10	24	9
SNCA expr inh	?	-4%	41%[activator]	/	18%	-8%	2%	9%[87.6 µM]

9) Cc1cc(C)nc(-n2nc(C)c3c2NC(=O)CC3c2ccccc2OC(C)C)n1 (configuration not stated)
10) O=C(Cc1ccc(-n2cnnn2)cc1)N[C@@H]1COCC[C@@H]1OCc1ccccc1
11) OCCOCCn1cnc(-c2ccccc2)c1-c1ccccc1Cn1cccn1
12) O=C(c1ccc(C2CCCNC2)cc1)N1CCN(C2CCOCC2)CC1 (configuration not stated)
13) COCCNC(=O)c1ccc2c(c1)N(C)C(CC(=O)NC1CCC1)CO2 (configuration not stated)
14) Nc1c2c(nc3c1CCC3)CCCC2
15) COc1cccc(CCc2ccccc2C(=O)N2CC[C@H](CO)[C@@H](O)C2)c1
16) CC1=C(C(=O)OC(C)C)C(c2ccccc2Cl)N2C(CC(=O)N3CCOCC3)=CSC2=N1 (configuration not stated)

assay / compound	9	10	11	12	13	14	15	16
HEK cytotox	/	-4%	-2%	-5%	-3%	/	i	?
3T3 cytotox	/	4%	-6%	-17%	-18%	/	i	-31%
FLuc inh	/	10%	1%	-4%	1%	/	0%	-8%
HEK293 viab	?	0%	-28%	-3%	2%	11%[23.9 µM]	3%	-23%
GPT2 inh	/	-10%	1%	i	i	-3%	i	-13%
IP6K1 inhibitor	0	8	9	2	12	14	0	8
SNCA expr inh	-15%	12%	-13%	-11%	-27%	-10%[25.6 µM]	0%	25%

# Of the compounds above, 3 contain sulfur.
1) CCCN(c1ccccc1F)S(=O)(=O)c1cc(-c2cc(C)no2)ccc1C
5) CCN(C(=O)c1cc2c(=O)oc3ccccc3c2s1)c1ccc(C)c(C)c1
16) CC1=C(C(=O)OC(C)C)C(c2ccccc2Cl)N2C(CC(=O)N3CCOCC3)=CSC2=N1 (configuration not stated)

assay / compound	1	5	16
HEK cytotox	/	/	?
3T3 cytotox	/	/	-31%
FLuc inh	/	/	-8%
HEK293 viab	3%	6%	-23%
GPT2 inh	/	/	-13%
IP6K1 inhibitor	10	20	8
SNCA expr inh	?	18%	25%

# Additional compounds follow:
17) COc1ccc(CN2Cc3cc(NC(=O)c4ccccc4OC)ccc3OCC2=O)c(OC)c1
18) CCC(Oc1ccccc1)C(=O)Nc1cc(-c2cccc(C)c2)nn1-c1ccccc1 (configuration not stated)
19) O=C(c1ccc(Cl)nc1)N1CCCC(C(=O)N2CCC(c3nc4ncccc4[nH]3)CC2)C1 (configuration not stated)
20) COc1cc(NC(=O)Cn2ccc3ccccc3c2=O)cc(OC)c1OC
21) COc1cccc2cc(-c3nc4sc5c(c4c(=O)[nH]3)CCC(C(C)(C)C)C5)c(=O)oc12 (configuration not stated)
22) CC(=O)Nc1ccc(CN2CC3CCC(C2)N3c2ccc(C(F)(F)F)cc2)cc1
23) Cc1c(C(N)=O)nnn1-c1ccc(Br)cc1
24) Cc1ccc(CN2C(=O)COC[C@H]2C(=O)Nc2ccccc2F)cc1

assay / compound	17	18	19	20	21	22	23	24
HEK cytotox	40µM*	/	-4%	/	/	22µM*	/	i
3T3 cytotox	25µM*	/	-13%	/	/	?	/	-12%
FLuc inh	-11%	/	/	/	/	9%	/	/
HEK293 viab	9%	12%	1%	-9%	26%	-3%	3%	-3%
GPT2 inh	i	/	i	/	/	2%	/	-10%
IP6K1 inhibitor	3	34	1	16	-9	-9	10	-4
SNCA expr inh	-15%	-2%	6%	16%	15%	13%	85%[activator]	29%

# Limited to HEK cytotox and HEK293 viab (2 entries from above):
item	molecule	HEK cytotox	HEK293 viab
18	CCC(Oc1ccccc1)C(=O)Nc1cc(-c2cccc(C)c2)nn1-c1ccccc1 (configuration not stated)	/	12%
19	O=C(c1ccc(Cl)nc1)N1CCCC(C(=O)N2CCC(c3nc4ncccc4[nH]3)CC2)C1 (configuration not stated)	-4%	1%

# (cont.)
25) COc1ccc(C2(C(=O)N3CCC4(CC3)N(C)C(=O)CS4(=O)=O)CC2)cc1
26) COCCCNC(=O)c1ccc2nc(-c3cccnc3)oc2c1
27) Cc1ccc(NC(=O)N2CCC(N3C(=O)C4(CCCCC4)C3c3ccncc3)CC2)cc1C (configuration not stated)
28) Cc1cccc(CNC(=O)c2cc3n(n2)CC(c2ccc(Cl)cc2)OC3)c1 (configuration not stated)
29) O=C(Cc1ccccc1)N(Cc1cccnc1)c1nc2ccc(Cl)cc2s1
30) CC(=O)Nc1ccc(CN2CCC3(COc4ccccc4C(=O)N3)C2)cc1 (configuration not stated)
31) Cc1ccc(S(=O)(=O)N2CC(C(=O)NC3CCCCC3)C3(CCOCC3)C2)cc1F (configuration not stated)
32) CNC(=O)c1cc(C2CC2)nc2c1c(C1CCN(C(=O)c3ccc(F)cc3)CC1)nn2C

assay / compound	25	26	27	28	29	30	31	32
HEK cytotox	0%	?	?	?	/	?	4%	?
3T3 cytotox	2%	?	?	?	/	?	-18%	?
FLuc inh	-1%	/	-2%	-6%	/	-1%	1%	/
HEK293 viab	6%	6%[87.6 µM]	1%[12.5 µM]	0%	1%	8%	-12%	/
GPT2 inh	i	-2%[88.5 µM]	2%	4%	/	3%	-10%	/
IP6K1 inhibitor	3	-9	18	10	-4	19	5	-7
SNCA expr inh	5%	7%[87.6 µM]	21%	-10%	-10%	9%	-17%	/

33) C=C1C(=O)OC2CC3(C)C(CC12)C(C)=CC(O)C3OC(C)=O (configuration not stated)
34) Cc1cccc(CC(=O)N2CCC3(CC2)CC(N(C2CC2)S(C)(=O)=O)CCO3)c1 (configuration not stated)
35) Clc1ccc(-c2ccc(CNCCSc3nnnn3-c3ccccc3)o2)cc1
36) CCOC(=O)c1ccc(NC(=O)C(Cc2ccccc2)NS(=O)(=O)c2ccc(Br)s2)cc1 (configuration not stated)
37) Cc1ccc(N2CC(C(=O)Nc3ccc(Cl)cc3Cl)CC2=O)cc1 (configuration not stated)
38) CN1CC2(CCCN(CC3CC3)C2)c2cc(C(=O)NCCc3ccccc3)ccc21 (configuration not stated)
39) O=c1[nH]cnc2nc[nH]c12
40) COc1ccc([C@H]2C[C@@H](O)[C@@H](O)[C@@H]2NCc2cnn(C)c2)cc1

assay / compound	33	34	35	36	37	38	39	40
HEK cytotox	/	?	/	/	/	?	/	-12%[172 µM]
3T3 cytotox	/	-23%	/	/	/	79µM*	/	-7%[138 µM]
FLuc inh	/	4%	/	/	/	16%[172 µM]	/	6%[172 µM]
HEK293 viab	-8%	0%	14%	11%	4%	-12%[87.6 µM]	-35%[23.9 µM]	?
GPT2 inh	i	1%	/	/	/	i	0%	i
IP6K1 inhibitor	0	5	15	46	-1	3	12	9
SNCA expr inh	/	4%	13%	-8%	-22%	9%[87.6 µM]	39%[25.6 µM]	14%[87.6 µM]

41) COC(=O)c1ccc2c(=O)n(CCCCCC(=O)NCc3ccc(Cl)cc3)c(=O)[nH]c2c1
42) CCc1nnc2ccc(NCc3ccc(F)cc3)nn12
43) Cc1cccc(C)c1OCC(C)N (configuration not stated)
44) O=C(CN1C(=O)C(c2ccccc2)=NC12CCCC2)N1CCN(c2ccccc2)CC1
45) c1ccc(O[C@H]2COCCN(c3nc4ccccc4o3)C2)nc1
46) CCOc1ccc(C2CC(=O)Nc3[nH]ncc32)c(OCC)c1C (configuration not stated)
47) O=C(CCc1c[nH]c2ccccc12)N1CCC2(CCCCO2)CC1
48) Cc1nn(-c2ccccc2)c2c1C(C1CC1)N(C1CCN(C(=O)c3ccccc3Cl)C1)C2=O (configuration not stated)

assay / compound	41	42	43	44	45	46	47	48
HEK cytotox	/	?	/	?	-30%[172 µM]	-29%	-27%	35µM*
3T3 cytotox	/	?	/	?	-1%[138 µM]	-22%	-14%	22µM*
FLuc inh	/	-3%	/	-13%	5%[172 µM]	6%	?	/
HEK293 viab	?	-23%	4%	-20%[12.5 µM]	-1%[87.6 µM]	1%	-8%	/
GPT2 inh	/	i	5%	i	1%[88.5 µM]	-5%[11.5 µM]	-1%	/
IP6K1 inhibitor	-11	1	3	10	-5	39	11	-3
SNCA expr inh	11%	14%	-10%	8%	32%[activator][87.6 µM]	10%	102%[activator]	/

49) CN(Cc1ccc2nccnc2c1)C(=O)c1ccc(CCC(C)(C)O)cc1
50) O=S(=O)(N[C@@H]1C[C@H](Cn2cc(C3CC3)nn2)[C@@H](O)[C@H]1O)c1ccccc1
51) Cc1ccc(S(=O)(=O)Nc2cc3c(cc2Cl)n(C)c(=O)c(=O)n3C)cc1
52) COCC1CN(C(=O)CCn2nc(C)cc2C)CC12CCOCC2 (configuration not stated)
53) CCOc1ccc(C(=O)NC2CCN(c3cc(-c4cccs4)[nH]n3)CC2)cc1OCC
54) Cn1c(Cn2ccnc2)nnc1C1CCN(S(C)(=O)=O)CC1
55) COc1ccc(C(=O)N2CCC3(CC2)NC(=O)N(c2cccc(F)c2)N3)cc1
56) O=C(NCCC1=CCCCC1)C1CCN(c2cnc3nccnc3c2)CC1
57) O=C(O)CCn1ncc2cc(OCC3CCN(c4nccc(C(F)(F)F)n4)CC3)ccc21
58) COc1cc(NC(=O)C2CCc3sc(C(=O)N4CCOCC4)cc3C2)cc(OC)c1 (configuration not stated)

assay / compound	49	50	51	52	53	54	55	56	57	58
HEK cytotox	?	-16%[172 µM]	/	3%	?	i	?	-10%	-19%	?
3T3 cytotox	-27%	-14%[138 µM]	/	i	?	-1%	?	-5%	?	-25%
FLuc inh	2%	-5%[172 µM]	/	2%	3%	-5%	9%	-10%	-2%	-9%
HEK293 viab	-1%	0%[87.6 µM]	0%	-7%	11%	3%	-6%	10%	0%	1%
GPT2 inh	?	?	/	i	-25%	1%	-25%	5%	0%	i
IP6K1 inhibitor	0	-6	-9	18	22	-1	-11	7	-8	7
SNCA expr inh	-3%	15%[87.6 µM]	40%[activator]	-10%	3%	-2%	3%	-3%	-8%	7%

# Random draw from the library. Share with any hit: about 7.7%.
